uPA generation: blocks generation of uPA at the cell surface | cell surface uPA generation assay, qHTS | Potency, µM (series often up to 38.3 µM), for the others: at the top dose activity change, negative = inhibition, actives largely listed as inhibitors | AID 540303 | 0.31% of 330,000 active; active means well fitted inhibition curve with a large enough effect; inconclusive means small, poorly fitted or top-dose-only effect; inactive means no such curve, though single readings can be large or run the other way; tested in mouse RAW 264.7 cells; further: potency means the concentration at half of the fitted maximal effect; nearly all actives have a fitted effect of over 55% in size
KCNH2 3.1 inh: inhibitors of human KCNH2 3.1 potassium channel isoform. 0.95% of 340,000 active. activity change, % (tested at about 1.8 µM). AID 720553. U2OS KCNH2 3.1, thallium flux FluxOr; stronger effect = lower value;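 active means maximum activity change below -70%; inconclusive means maximum activity change from -70% to -50%; inactive means maximum activity change above -50%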;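 further: thallium influx rate constant from kinetic fluorescence after stimulation buffer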
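Channel expression came from 3.1 mutant virus (1.77 x 10^8 /mL) applied to suspended U2OS cells for 4 h. Flux was tracked with FluxOr dye plus Red40 quencher, and kinetic rate constants normalized to controls.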
Giardia killer: kills Giardia lamblia; 0.15% of 340,000 active; Giardia lamblia trophozoite viability; activity change, % at 7.66 µM, hits read low; AID 540267; in the data active means activity change below about -80%; inconclusive means between about -30% and that limit;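 further: parasites exposed to compound for two days anaerobically before the ATP read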
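Trophozoite viability was measured as ATP-dependent luminescence, read 15-30 min after reagent addition. Before that, parasites at 100 cells/well were exposed to compounds for 48 h, anaerobically, at 37 deg C.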
Starred values were filed as active, the others as inactive; ? = inconclusive; [ ] = another dose, or the depositor's remark. On the % scale 0 is the no-effect control and ±100 the full control effect. A portion of the library, so the mix of outcomes need not match the whole.

Below each compound: uPA generation	KCNH2 3.1 inh	Giardia killer
#1 CCOc1cc2[nH]c(=O)n(CC3CCC(C(=O)NCCC(C)C)CC3)c(=O)c2cc1OCC (centres undefined)
 : 8%	-1	-25
#2 Cc1ccc(-c2nnnn2-c2ccccc2C(=O)O)cc1
 : 8%	7	-1
#3 COc1ccc(C2=NOC(C)(c3nnc(-c4ccncc4)o3)C2)cc1 (centres undefined)
 : -5%	5	0
#4 CC1(C)CC(=O)C=C(c2cc3ccccc3s2)C1
 : 0%	6	-2
#5 Cc1ccc(Nc2cc(Cl)nc(N)n2)c([N+](=O)[O-])c1
 : -2%	-33	-17
#6 COc1ccccc1C(CNC(=O)CN1C(=O)NC(C)(c2ccc3ccccc3c2)C1=O)N1CCCC1 (centres undefined)
 : -13%	3	22
#7 Cc1ccc(C)c(NC(=O)C2CCCC2)c1
 : -15%	-34	-8
#8 CNc1nc(OCC(F)(F)F)nc(OCC(F)(F)F)n1
 : -4%	-7	?
#9 O=C1NC[C@H](Cc2ccccc2)N(C[C@H]2CCCN2C[C@H](Cc2ccc(O)cc2)N2C[C@H](Cc3ccc(O)cc3)N(CC3CCCCCC3)C(=O)C2=O)C1=O
 : 1%	-1	-1
#10 CCOc1cc(C(=O)NCC(C)(C)CNC(=O)c2cc(OCC)c(OCC)c(OCC)c2)cc(OCC)c1OCC
 : -2%	3	-4
#11 O=S(=O)(Cc1ccccc1)CS(=O)(=O)Cc1ccccc1
 : 5%	9	-2
#12 CCOC(=O)C(Cc1c[nH]c2ccc([N+](=O)[O-])cc12)(NC(C)=O)C(=O)OCC
 : -4%	-22	-5
#13 Cc1ccccc1-c1cc2nc(C)c(Cl)c(=O)n2[nH]1
 : -9%	-2	-8
#14 CC(=O)c1nn(-c2ccc(C)cc2)cc1C(=O)c1cccc(Br)c1
 : -1%	-9	0
#15 O=C(OCc1ccccc1)N1CCC2CC1c1cc(NCCc3ccccc3)ccc12 (centres undefined)
 : 19%	?	1
#16 O=C1C=C(C2OC(CO)C(O)C2O)C(=O)N1 (centres undefined)
 : ?	1	-3
#17 O=C(Nc1nncs1)C1CCCC1
 : -1%	-24	56[activator]
#18 COC(=O)C1=C(C)N(CCCC(=O)O)C(=O)NC1c1ccc2c(c1)OCO2 (centres undefined)
 : 8%	-17	1
#19 C=CCN1C=C(C(=O)c2ccccc2)C(=O)CC1
 : 4%	-5	-2
#20 COc1ccc(Cl)cc1-c1nc(-c2ccc(NC(=O)c3ccncc3)cc2)no1
 : 1%	-19	-11
#21 COc1ccc(S(=O)(=O)N2CCN(C(=O)C3CC(=O)N(c4ccccc4F)C3)CC2)cc1OC (centres undefined)
 : -5%	7	9
#22 O=C(C1CCCCC1)N1CCC2CC1c1cc(Cl)ccc12 (centres undefined)
 : -3%	0	25
#23 O=C(O)c1cnnc2ccccc12
 : 3%	-1	1
#24 COC1=C(Nc2ccc(OC)cc2)C(=O)C(OC)=C(Nc2ccc(OC)cc2)C1=O
 : 3%	2	-7
#25 O=C(Nc1ccccc1)c1ccc(F)cc1F
 : -10%	6	-4
#26 CCn1c(CNC(=O)c2ccccc2)nc2ccccc21
 : -11%	16	-10
#27 O=C1C2C3C=CC(O3)C2C(=O)N1N=C1CCCCC1 (centres undefined)
 : 1%	7	5
#28 CCCCOc1ccc(N2C(=O)C(C)CNC2=S)cc1 (centres undefined)
 : 5%	5	-17
#29 COC(=O)Cc1nc2c(N)nc(N)nc2[nH]c1=O
 : 5%	10	-13
#30 Cc1ccc(-c2noc(CN(C(=O)CCCN3C(=O)c4ccccc4C3=O)C(C)C)n2)cc1
 : 12%	-24	-1

The list goes on, starting with the last 3 of the part before.
Below each compound: uPA generation	KCNH2 3.1 inh	Giardia killer
#28 CCCCOc1ccc(N2C(=O)C(C)CNC2=S)cc1 (centres undefined)
 : 5%	5	-17
#29 COC(=O)Cc1nc2c(N)nc(N)nc2[nH]c1=O
 : 5%	10	-13
#30 Cc1ccc(-c2noc(CN(C(=O)CCCN3C(=O)c4ccccc4C3=O)C(C)C)n2)cc1
 : 12%	-24	-1
#31 CC(=O)NC(c1ccc(Cl)cc1)c1ccc2cccnc2c1O (centres undefined)
 : ?	0	15
#32 COc1ccc(OC)c(-c2cc(C(=O)N/N=C/c3ccc(F)cc3)c3ccccc3n2)c1
 : -3%	0	7
#33 CC(C)CNc1ncnc2[nH]ncc12
 : -9%	6	-15
#34 CN(C(=O)c1cccc(NC(=O)Cc2cccc(NC(=O)C3CCN(C(=O)C4CCC4)CC3)c2)c1)C1CCC1
 : 9%	3	-6
#35 COc1ccccc1CCNC(=O)c1cccc(NC(=O)CC2SC(N3CCCCC3)=NC2=O)c1 (centres undefined)
 : 1%	-14	-11
#36 Cc1ccc(S(=O)(=O)N2CCN(C(=O)c3ccc(N4CCC(C)CC4)c([N+](=O)[O-])c3)CC2)cc1
 : 0%	-2	7
#37 CN1OC[C@@H]2CN(Cc3ccccc3)[C@H](c3cccc(Oc4ccccc4)c3)C[C@@H]21
 : -18%	-6	-5
#38 COc1ccc2ncccc2c1Cc1c(OC)ccc2ncccc12
 : 0%	-25	5
#39 O=C(/C=C/c1ccccc1[N+](=O)[O-])Nc1cc(S(=O)(=O)N2CCOCC2)ccc1N1CCOCC1
 : 9%	11	-2
#40 CN(CCNC(=O)C1CC(=O)N(C2CCCC2)C1)Cc1ccccc1 (centres undefined)
 : ?	-8	-6
#41 O=C(Nc1ccc(Nc2ccccc2)cc1)c1ccc(Cl)cc1
 : -1%	14	10
#42 CCCNc1nc(-c2cc(C(=O)Nc3ccccc3)on2)cc(C(C)C)n1
 : -53%	-21	?
#43 COc1ccc(-c2csc(N(CCCN(C)C)C(=O)c3ccccc3Cl)n2)cc1
 : -11%	-16	-4
#44 Cc1nc(N)nc(N)c1Oc1ccc(Cl)cc1
 : 0%	8	0
#45 COc1ccc(CC(=O)Nc2ccc(F)c(S(=O)(=O)N3CCOCC3)c2)cc1
 : 0%	15	-4
#46 CC1Oc2cc3oc4c(O)c(O)ccc4c(=O)c3c(O)c2C1(C)C (centres undefined)
 : ?	-20	-17
#47 C/C(=N\NC(=O)COc1ccc(C)cc1[N+](=O)[O-])c1ccc2c(c1)OCCO2
 : 1%	-3	10
#48 Nc1ccc2c(S(=O)(=O)O)cccc2c1S(=O)(=O)O
 : 2%	-25	-24
#49 Cc1ncc2c(n1)NC(=O)NC2
 : -5%	21	5
#50 O=C(O)C1OC1(c1ccccc1Cl)c1ccccc1Cl (centres undefined)
 : 0%	-1	-1
#51 COc1cc(NS(=O)(=O)c2ccc(NC(=S)NC(C)=O)cc2)nc(OC)n1
 : 10%	3	10
#52 CN(C)C(=S)N=c1ssc(=S)n1Cc1ccco1
 : -6%	-7	-25
#53 Cc1ccccc1Nc1ncnc2[nH]ncc12
 : 5%	-7	-13
#54 CCCCNC(=O)c1onc(CSc2cc(C)cc(C)c2)c1C(=O)NCCCC
 : 21%	27	-12
#55 COc1ccc(C(=O)c2ccc([N+](=O)[O-])cc2)c(OC)c1OC
 : 2%	-9	-5
#56 CN(CCOc1ccc(Cl)cc1)C(=O)c1cccc(S(=O)(=O)N2CCN(Cc3ccccc3)CC2)c1
 : ?	-20	1
#57 COc1ccc(CNC(N)=O)cc1
 : 0%	8	-8
#58 Cc1cc(C)cc(NC(=S)NCc2ccc3c(c2)OCO3)c1
 : -3%	2	9
#59 CC1C(c2ccc3c(c2)OCO3)c2cc3c(cc2OC1N1CCOCC1)OCO3 (centres undefined)
 : 1%	6	-10
#60 Cc1cccc(Nc2c(O)nc[nH]c2=O)c1
 : -1%	-13	-14

19 compounds out of the list, ordered by length of the SMILES, highest first.
Below each compound: uPA generation	KCNH2 3.1 inh	Giardia killer
#36 Cc1ccc(S(=O)(=O)N2CCN(C(=O)c3ccc(N4CCC(C)CC4)c([N+](=O)[O-])c3)CC2)cc1
 : 0%	-2	7
#34 CN(C(=O)c1cccc(NC(=O)Cc2cccc(NC(=O)C3CCN(C(=O)C4CCC4)CC3)c2)c1)C1CCC1
 : 9%	3	-6
#39 O=C(/C=C/c1ccccc1[N+](=O)[O-])Nc1cc(S(=O)(=O)N2CCOCC2)ccc1N1CCOCC1
 : 9%	11	-2
#56 CN(CCOc1ccc(Cl)cc1)C(=O)c1cccc(S(=O)(=O)N2CCN(Cc3ccccc3)CC2)c1
 : ?	-20	1
#37 CN1OC[C@@H]2CN(Cc3ccccc3)[C@H](c3cccc(Oc4ccccc4)c3)C[C@@H]21
 : -18%	-6	-5
#32 COc1ccc(OC)c(-c2cc(C(=O)N/N=C/c3ccc(F)cc3)c3ccccc3n2)c1
 : -3%	0	7
#45 COc1ccc(CC(=O)Nc2ccc(F)c(S(=O)(=O)N3CCOCC3)c2)cc1
 : 0%	15	-4
#59 CC1C(c2ccc3c(c2)OCO3)c2cc3c(cc2OC1N1CCOCC1)OCO3 (centres undefined)
 : 1%	6	-10
#42 CCCNc1nc(-c2cc(C(=O)Nc3ccccc3)on2)cc(C(C)C)n1
 : -53%	-21	?
#46 CC1Oc2cc3oc4c(O)c(O)ccc4c(=O)c3c(O)c2C1(C)C (centres undefined)
 : ?	-20	-17
#48 Nc1ccc2c(S(=O)(=O)O)cccc2c1S(=O)(=O)O
 : 2%	-25	-24
#38 COc1ccc2ncccc2c1Cc1c(OC)ccc2ncccc12
 : 0%	-25	5
#50 O=C(O)C1OC1(c1ccccc1Cl)c1ccccc1Cl (centres undefined)
 : 0%	-1	-1
#52 CN(C)C(=S)N=c1ssc(=S)n1Cc1ccco1
 : -6%	-7	-25
#44 Cc1nc(N)nc(N)c1Oc1ccc(Cl)cc1
 : 0%	8	0
#53 Cc1ccccc1Nc1ncnc2[nH]ncc12
 : 5%	-7	-13
#33 CC(C)CNc1ncnc2[nH]ncc12
 : -9%	6	-15
#49 Cc1ncc2c(n1)NC(=O)NC2
 : -5%	21	5
#57 COc1ccc(CNC(N)=O)cc1
 : 0%	8	-8

(listing goes on)
Below each compound: uPA generation	KCNH2 3.1 inh	Giardia killer
#61 O=C(OCC(O)C(O)C(O)COC(=O)c1ccccc1)c1ccccc1 (centres undefined)
 : 10%	-18	4
#62 O=C1C(CN2CCCC2)CCCC1CN1CCCC1 (centres undefined)
 : -5%	-6	5
#63 Clc1cccc(N2CCN(CCCN3CCN(c4ccccc4)CC3)CC2)c1
 : -4%	-16	4
#64 COc1cc2[nH]c(O)c(C=O)c2cc1OC
 : -1%	-9	3
#65 NC(=O)NN=C(C1CC1)C1CC1
 : 0%	8	-4
#66 COC(=O)/C=C/c1ccc2c(c1)S(=O)(=O)N(c1cccc(OC)c1)[C@H]2CC(=O)OC
 : -6%	-15	-4
#67 Cc1ccc(S(=O)(=O)N(C)CCN(C)S(=O)(=O)c2ccc(C)cc2)cc1
 : 2%	?	-10
#68 Cc1ccc(C2(C)NC(=O)N(CC(=O)Nc3cc(S(=O)(=O)N4CCOCC4)ccc3OC(C)C)C2=O)cc1 (centres undefined)
 : -1%	0	5
#69 COc1c(N)c2c(c([N+](=O)[O-])c1OC)C(=O)OC2
 : -2%	-14	5
#70 Cc1cc(Cl)ccc1OCCCC(=O)Nc1cc(S(=O)(=O)N2CCOCC2)ccc1N1CCOCC1
 : -9%	-26	-18
#71 CC1(CCc2ccccc2)NC(=O)NC1=O (centres undefined)
 : 0%	-6	-3
#72 COc1ccc(OC)c(NC(=S)NCCC(c2ccccc2)c2ccccc2)c1
 : -2%	-15	-3
#73 CC1CC2C(C(O)CC3(C)C2CCC3(O)C(=O)CO)C2(C)C=CC(=O)C=C12 (centres undefined)
 : -2%	-1	-1
#74 CC(=O)c1ccc(OCc2cc(C(=O)N3CCN(C4CCCC4)C(=O)C3)no2)cc1
 : -9%	-6	4
#75 O=C(Nc1cccc([N+](=O)[O-])c1)NN1CCCCCC1
 : 0%	19	-7
#76 C=CCOC(=O)C1=C[C@@H](c2cn(C(C)=O)c3ccccc23)C[C@@H](OCc2ccc(CO)cc2)O1
 : -4%	-27	-10
#77 CN(c1ccc(F)cc1)S(=O)(=O)c1ccc(Cl)c(C(=O)NCC2(N3CCOCC3)CCCCC2)c1
 : -8%	-10	25
#78 O=C1[C@@H](Oc2ccccc2)[C@@H](c2ccccc2)N1c1cccnc1
 : 6%	-2	-6
#79 Cc1ccc(S(=O)(=O)N2CCN(c3ncccn3)CC2)cc1C
 : -1%	8	36[activator]
#80 CN(C(=O)c1cccc(NC(=O)Cc2cccc(NC(=O)C3CCN(C(=O)C4CCCC4)CC3)c2)c1)C1CC1
 : 2%	15	9
#81 O=c1ccncn1C1OC(CO)C(O)C1O (centres undefined)
 : 1%	13	2
#82 c1ccc(Oc2ccccn2)cc1
 : -1%	18	-4
#83 COc1cc(-c2ccc3oc(-c4ccsc4)c(C#CC4(O)CCCCC4)c3c2)cc(OC)c1OC
 : -4%	-4	4
#84 CCOc1ccc(C(=O)OCC(=O)Nc2cc(S(=O)(=O)N3CCOCC3)ccc2N2CCOCC2)cc1
 : -12%	11	-5
#85 CNC(=S)NCc1ccc(Cl)cc1
 : -3%	-7	4

Source: PubChem BioAssay
